# Source: PubChem BioAssay
# PGE2 EP2 inh: inhibitors of human EP2 prostaglandin E2 receptor. C6 glioma cells expressing human EP2, cAMP TR-FRET; cells stimulated with saturating PGE2. inhibition, % at 25 µM. actives 0.52% (n = 260,000). AID 1422;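 active = percent inhibition above 40 after rounding to a whole number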;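 note: rat C6 glioma host cells with rolipram phosphodiesterase inhibitor present; the protocol text gives 20 µM as final concentration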
# Target sequence (P43116 whole entry, looked up): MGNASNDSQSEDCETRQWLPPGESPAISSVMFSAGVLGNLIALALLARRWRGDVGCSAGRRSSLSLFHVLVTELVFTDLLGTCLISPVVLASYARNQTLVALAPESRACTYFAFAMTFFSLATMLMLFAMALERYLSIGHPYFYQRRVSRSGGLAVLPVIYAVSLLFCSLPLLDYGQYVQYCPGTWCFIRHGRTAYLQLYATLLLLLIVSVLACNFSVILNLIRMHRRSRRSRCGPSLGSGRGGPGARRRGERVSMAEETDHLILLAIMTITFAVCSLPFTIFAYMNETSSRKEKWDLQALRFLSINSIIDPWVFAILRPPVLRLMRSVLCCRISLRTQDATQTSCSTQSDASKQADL
# EP2 mod: EP2 receptor (human) modulation | P43116 | EP2-expressing cells, cAMP HTRF FRET, PGE2 co-stimulation | induction, % at 25 µM | actives 0.83% (n = 260,000) | AID 940;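 active = compounds whose cAMP rise, as percent of the full-agonist control response, exceeds 60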;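 note: rat C6 glioma line stably carrying human EP2 under a CMV promoter; the protocol text gives 20 µM as final concentration; 100% = response of wells given 1 µM PGE2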
# Active calls of the source: *; & = joins results of further samples.
SMILES,PGE2 EP2 inh,EP2 mod
C#CCOc1ccc(CN[C@@H]2CCC(=O)N[C@H]2c2cc(F)cc(F)c2)cc1OC,9,-56
N#Cc1cc2c(nc1SCC(=O)Nc1ccc(F)cc1)CCCCCC2,13,-19
COc1cc(OC)cc(C(=O)Nc2sc3c(c2C#N)CCC3)c1,10,-9
CCN1CCCC1CNC(=O)Cn1nc(C)n2c(cc3occc32)c1=O (centres undefined),6,1
O=C1NC(c2cccnc2)C(C(=O)c2cccs2)=C1O (centres undefined),12,6
O=C(COC(=O)c1ccco1)Nc1cc(Cl)ccc1Cl,8,-7
Cc1ccccc1C(=O)Nc1ncc([N+](=O)[O-])s1,8,0
Cc1ccc(N(CCc2ccccn2)N=O)cc1,18,-28
O=C(NC(Cc1cc(=O)[nH]c2ccccc12)C(=O)O)c1ccc(Cl)cc1 (centres undefined),17,5
CCCS(=O)(=O)O,8,27
O=C(NCc1ccc2c(c1)OCO2)C1CC(=O)N(c2ccc(OCc3ccccc3)cc2)C1 (centres undefined),6,-23
Cc1cccc(NC(=O)CCN2CC(C)CC(C)C2)c1 (centres undefined),6,-37
CCC(c1nnnn1C1CCCC1)N(Cc1cccs1)Cc1cc2cc(OC)ccc2[nH]c1=O (centres undefined),9,56
CCC(CC)c1nnc(NC(=O)Cc2ccccc2OC)s1,11,14
CCc1ccc2[nH]c(=O)c(C(c3nnnn3Cc3ccc(F)cc3)N3CCOCC3)cc2c1 (centres undefined),5,-34
Cc1cc(C(=O)NCc2cccnc2)c2ccccc2n1,8,15
O=C(c1cn(C[C@@H]2CCCN(C(=O)c3cccs3)C2)nn1)N1CCOCC1,7,-16
COc1ccc(N(C(=O)c2csnn2)C(C(=O)NC2CCCC2)c2cccs2)cc1 (centres undefined),9,-3
COC(=O)c1c(NC(=O)c2ccco2)sc(C(=O)Nc2ccc(C)cc2C)c1C,13,-7
C=CCSc1nc2ccccc2c(=O)n1CCc1ccc(OC)c(OC)c1,5,37

# A draw from above in order of length of the SMILES, smallest number first:
SMILES,PGE2 EP2 inh,EP2 mod
CCCS(=O)(=O)O,8,27
Cc1ccc(N(CCc2ccccn2)N=O)cc1,18,-28
Cc1cc(C(=O)NCc2cccnc2)c2ccccc2n1,8,15
Cc1cccc(NC(=O)CCN2CC(C)CC(C)C2)c1 (centres undefined),6,-37
O=C(COC(=O)c1ccco1)Nc1cc(Cl)ccc1Cl,8,-7
O=C1NC(c2cccnc2)C(C(=O)c2cccs2)=C1O (centres undefined),12,6
Cc1ccccc1C(=O)Nc1ncc([N+](=O)[O-])s1,8,0
COc1cc(OC)cc(C(=O)Nc2sc3c(c2C#N)CCC3)c1,10,-9
N#Cc1cc2c(nc1SCC(=O)Nc1ccc(F)cc1)CCCCCC2,13,-19
C=CCSc1nc2ccccc2c(=O)n1CCc1ccc(OC)c(OC)c1,5,37
CCN1CCCC1CNC(=O)Cn1nc(C)n2c(cc3occc32)c1=O (centres undefined),6,1
O=C(NC(Cc1cc(=O)[nH]c2ccccc12)C(=O)O)c1ccc(Cl)cc1 (centres undefined),17,5
O=C(c1cn(C[C@@H]2CCCN(C(=O)c3cccs3)C2)nn1)N1CCOCC1,7,-16
CCC(c1nnnn1C1CCCC1)N(Cc1cccs1)Cc1cc2cc(OC)ccc2[nH]c1=O (centres undefined),9,56
CCc1ccc2[nH]c(=O)c(C(c3nnnn3Cc3ccc(F)cc3)N3CCOCC3)cc2c1 (centres undefined),5,-34

# Single records, as listed above. Order of values: PGE2 EP2 inh	EP2 mod
# Profile of `CCN1CCCC1CNC(=O)Cn1nc(C)n2c(cc3occc32)c1=O` (centres undefined) = 6	1
# Profile of `COC(=O)c1c(NC(=O)c2ccco2)sc(C(=O)Nc2ccc(C)cc2C)c1C` = 13	-7

# (listing goes on)
SMILES,PGE2 EP2 inh,EP2 mod
Cc1cc(C)c2[nH]c(=O)c(CN(CCCO)Cc3nnnn3Cc3ccccc3)cc2c1,23,-27
O=C1CC[C@@H](NCc2ccnc(N3CCCC3)n2)[C@H](c2cc(F)cc(F)c2)N1,3,-16
CC(=O)c1sc(NC(=O)c2cc3ccccc3o2)nc1C,16,-19
CCCC(=O)N(Cc1ccc(Cl)cc1)Cc1nc2ccccc2c(=O)[nH]1,16,-16
O=S(=O)(Nc1ccc2nc[nH]c2c1)c1ccccc1,13,-37
COc1ccc(C2(NC(=O)c3cnc(N4CCOCC4)nc3)CCCCC2)cc1,7,-22
COCC(=O)Nc1nnc(Cc2ccccc2)s1,10,-1
O=C(Nc1cccc(Cl)c1)N(Cc1cccs1)Cc1cc2cc3c(cc2[nH]c1=O)OCCO3,12,0
COCCSc1ccccc1C(=O)Nc1nnc(C(F)(F)F)s1,17,-20
COc1ccc(S(=O)(=O)N2CCCC(C(=O)NCc3ccccc3Cl)C2)cc1 (centres undefined),9,-2
Cc1cc2cc(CN(CC3CCCO3)S(=O)(=O)c3ccc4c(c3)OCCO4)c(=O)[nH]c2cc1C (centres undefined),10,-55
O=C(O)[C@@H](O)[C@H](O)C(=O)O,15&18,8
COc1cc(NC(=O)CSc2nnnn2-c2ccc(OC)c(OC)c2)cc(OC)c1,6,-12
CCc1nc2sc3c(c2c2nnc(SCC(=O)Nc4ccc(OC)cc4OC)n12)CCC(C)C3 (centres undefined),14,22
COc1ccc(-c2nnc(SCC#N)n2C)cc1,9,8
CC(NC(=O)Cc1ccc(F)cc1)c1nc2cccnc2n1C(C)C (centres undefined),3,-28
CCOc1ccc2[nH]c(C(=O)NCc3nc(-c4ccccc4)no3)c(C)c2c1,6,-5
CC(C)Oc1ccc(C(=O)Nc2ccc(S(=O)(=O)Nc3ncccn3)cc2)cc1,14,28
COc1ccc(CNC(=O)COC(=O)c2cc3sccc3n2C)cc1,3,-59
Cc1cc(OCc2nc(N)nc(N)c2-c2ccc(Cl)c(Cl)c2)ccc1[N+](=O)[O-],68*,-35
CCN1C(=O)C(C(=O)O)C(=O)c2ccccc21 (centres undefined),9,10
COc1ccccc1C1(O)CCN(Cc2cnc(N(C)C)nc2)CC1,10,-21
N#Cc1ccccc1N1C(=O)Nc2cc(Cl)c(Cl)cc2N1O,7,-17
CCn1c(=O)c2c(nc(SCC(=O)Nc3cccc(F)c3)n2C)n(C)c1=O,5,-59
CCN(C(=O)c1ccc(OC)c(OC)c1)c1nnc(-c2ccccc2C)s1,11,-21
CC(C)C(=O)c1c(C(C)C)nn2ccccc12,27&11,26
Cc1cccc(NC(=S)N2C3CCCC2CC(NC(=O)C(C)(C)C)C3)c1C (centres undefined),11,-63
CCN(CC)C(=O)Cn1nc(-c2cccs2)cc(N)c1=O,9,-31
CCOc1cccc(C(=O)Nc2nc3ccc(OC)cc3s2)c1,8,7
O=C(CCCSc1nc2ccccc2[nH]1)c1ccc2c(c1)OCCO2,6,-93
O=C(Cn1nnc2ccccc2c1=O)Nc1ccc(N2CCOCC2)cc1,9,-30
CCOC(=O)C(C)(C)Oc1ccc(Cl)cc1,8,9
Cc1nn(CC(=O)Nc2ccncc2)c(=O)c2cc3occc3n12,2,-24
Cc1ccc2[nH]c(=O)c(CN(CCO)S(=O)(=O)c3ccc4c(c3)OCCO4)cc2c1,12,-8
O=S(=O)(NC1(c2ccccc2F)CC1)c1cccc2nsnc12,4,-52
O=C(CCn1nc(-c2ccccc2)c2ccccc2c1=O)Nc1cccc2ccccc12,9,1
COc1cc2cc(CN(C(=O)Nc3ccccc3)C3CCCCC3)c(=O)[nH]c2cc1OC,12,-90
CCOC(=O)Nc1ccc2c(c1)N(C(=O)CCCl)c1ccccc1CC2,11,-112
O=C(CN1C(=O)N2CCN=C2c2ccccc21)Nc1ccc2c(c1)OCCO2,10,-39
Cc1ccc(-n2c(SCC(N)=O)nnc2-c2ccco2)cc1,11,17
CCC(c1nnnn1Cc1ccco1)N(Cc1cc2ccc(C)cc2[nH]c1=O)C1CCCCC1 (centres undefined),15,35
O=C(CCSc1nc(-c2ccco2)cc(C(F)(F)F)n1)NC1CC1,13,-56
CC(C)(C)C1CCc2c(sc3nc(SCC(=O)N4CCCC4)[nH]c(=O)c23)C1 (centres undefined),9,-56
CC[C@H](Cn1nnn(-c2ccccc2)c1=O)NC(=O)Cc1n[nH]c(=O)c2ccccc12,6,-14
Cc1ccccc1NC(=O)CSc1nc(O)c(C(C)C)c(=O)[nH]1,12,16
CC(=O)c1ccc(N(C(=O)Cn2nnc3ccccc32)C(C(=O)NC2CCCC2)c2ccc(C)o2)cc1 (centres undefined),6,23
O=C(NCc1ccncc1)C(=O)N1CCCC1,4,-9
CC(C)(C)NC(=O)Cn1c(-c2cccs2)cc2cccnc21,6,-7
COc1ccc2cc(C(c3nnnn3Cc3ccccc3)N3CCOCC3)c(=O)[nH]c2c1 (centres undefined),9,-27
CC(=O)Nc1ccc(NC(=O)c2ccc(F)cc2)nc1,7,-26
c1coc(CNc2ncnc3sc4c(c23)CCCC4)c1,24,-43
CC(C)(C)NCC(O)COc1nsnc1N1CCOCC1 (centres undefined),13,19
COc1cc2[nH]c(=O)c(C(=O)Nc3cccc(C)c3C)c(O)c2cc1OC,6,-44
CC1CCCN(S(=O)(=O)c2ccc(S(=O)(=O)N(C)C)cc2)C1 (centres undefined),5,-27
Cc1noc(C)c1CCC(=O)N[C@@H](Cn1nc(-c2cccs2)ccc1=O)C(C)C,4,-38
O=C1NC2(CCN(CC(=O)N3CCCCC3)CC2)Oc2ccccc21,9,1
Cc1cc2cc3c(cc2n2c(SCC(=O)N4c5ccccc5CC4C)nnc12)OCO3 (centres undefined),14,8
Cc1ccc2c(c1)c1nnc(SCC(=O)NC(C)C)nc1n2C,9,-12
CS(=O)(=O)N(CC(=O)N1CCC(C(N)=O)CC1)c1ccccc1Cl,7,-8
Cc1cccn2c(=O)c3cc(C(=O)NCC4CCCO4)c(=N)n(C(C)C)c3nc12 (centres undefined),4,-40
# (cont.)
SMILES,PGE2 EP2 inh,EP2 mod
Cc1ccc(N=Nc2c(O)ccc3cc(S(=O)(=O)O)ccc23)cc1,11,18
CC1CCc2c(sc3nnn(Cc4c(F)cccc4Cl)c(=O)c23)C1 (centres undefined),19,57
O=C(NC1CCCCC1)C(c1ccccc1F)N(Cc1ccco1)C(=O)Cc1cccs1 (centres undefined),12,63*
Cc1cc(C)c2c(c1)c(C)cc1nnc(SCC(=O)Nc3nnc(C)s3)n12,10,6
COc1ccc(C(=O)Nc2cc(C)c(NC(=O)C34CC5CC(CC(C5)C3)C4)cn2)cc1,15,-73
COc1ccc(CN2CCc3cc(OC)c(OC)cc3C2c2ccccc2)cc1CO (centres undefined),1,-9
Cc1ccc2cc(CN(CCO)C(=S)NCCCN(C)C)c(=O)[nH]c2c1,7,12
O=C(Cn1nnc(-c2ccccc2Cl)n1)N1CCCCC1,7,-33
O=C(O)CCCn1cc([N+](=O)[O-])cn1,2,17
Cc1ccccc1C(=O)N1CCC(C(=O)N2CCC(C(N)=O)CC2)CC1,9,-31
Cc1ccc(N2CC(C(=O)Nc3nccs3)CC2=O)cc1C (centres undefined),6,-11
COc1cc(CC(=O)N2CCC(n3cnc4cccnc43)CC2)cc(OC)c1OC,3,12
CSc1ccccc1NC(=O)C1CC(c2c(F)cccc2Cl)=NO1 (centres undefined),10,-30
COc1ccc(-n2ncc3c(=O)n(CC(=O)N4C(C)CCCC4C)cnc32)cc1 (centres undefined),12,-16
CCn1c(SCC(=O)N2CCCCC2C)nnc1-c1ccco1 (centres undefined),11,8
CCn1c(-c2ccc(F)cc2)cnc1SCC(=O)Nc1ccc(N(C)C)cc1,11,-14
CCOC(=O)CSc1nc(C2CC2)nc2sc(C)c(C)c12,14,60
COc1ccc(OCc2nnc(SCC(=O)Nc3nccs3)n2C)cc1,8,-4
CCc1ccc2[nH]c3nc(SCC(=O)Nc4c(Cl)cccc4Cl)nnc3c2c1,11,-26
CCC(=O)Nc1nonc1-c1nc2ccccc2n1Cc1ccc(F)cc1,20,22
CCN(CC)C(=O)CSc1nc2c(C)cc(C)cc2cc1C#N,11,15
CC(C)(C)NC(=O)Cn1ncc2cccn2c1=O,8,8
O=C(CSC1=NCCN1)c1ccccc1,10,-6
O=C(COc1ccccc1)Nc1ccc2oc(=O)ccc2c1,7,-38
COc1ccc(N(C(=O)Cc2cccs2)C(C(=O)NC2CCCC2)c2ccc(F)cc2)cc1 (centres undefined),11,39
COc1cccc(-c2[nH]ncc2CN2CCC(O)(c3ccccc3C)CC2)c1,7,-12
COc1ccc(C2(NC(=O)CC3NC(=O)c4cc(OC)ccc43)CCCCC2)cc1 (centres undefined),6,-47
Cc1ccc2c(c1)cc(CN(Cc1cccnc1)C(=O)c1ccc(Cl)cc1)c1nnnn12,3,-6
CCNC(=O)C1CCCN(S(=O)(=O)c2ccc(Cl)cc2)C1 (centres undefined),2,-25
CC1(C)Cc2c(c(N3CCCC3)nc3sc4c(N5CCOCC5)ncnc4c23)CO1,4,73*
O=C(NC1CCCCC1)NC1CC2CCCC(C1)N2Cc1ccc(F)cc1 (centres undefined),10,-58
CCN(CC)C(=O)Cn1cc(C(=O)c2ccco2)c2ccccc21,3,2
CC(=O)N1c2ccc(C(O)CN3CCC(O)(c4ccccc4F)CC3)cc2CC1C (centres undefined),2,-50
O=C1N=c2ccc(Br)cc2=C1c1sc(=S)n(NC(=O)c2ccccc2)c1O,24,-59
O=C1CCCN1c1ccc(Cl)c(Cl)c1,13,-65
Nc1cc(-c2cccs2)nn(CC(=O)Nc2ccccc2Cl)c1=O,7,-16
COc1ccc(NS(=O)(=O)c2ccc(NC(=S)NC(=O)Cc3cccs3)cc2)nn1,11,-49
COc1ccc(NC(=O)CCSc2nc(-c3ccco3)cc(C(F)(F)F)n2)cc1OC,11,-71
CCOc1ccc(CNC2(c3ccccc3OC)CCCC2)cc1Cn1ccnc1,6,-47
CCOc1ccc2[nH]c(=O)c(CN(CCN(C)C)C(=S)NCCOC)cc2c1,11,-12
O=C(C1CCCC1)N1CCC[C@@H]1Cn1nc(-c2cccs2)ccc1=O,10,-6
CN(C)c1ncc(CN(Cc2cccnc2)C2CC(C)(C)NC(C)(C)C2)cn1,9,5
Cc1ccc(NC(=O)CSc2nc(C3CC3)nc3sc(C)c(C)c23)c(C)c1,7,20

# The list is partial, so the mix of outcomes need not match the whole.
